# Salmonella PhoP GFP: PhoP-dependent GFP reporter repression – Salmonella Typhimurium, primary screen (AID 1863); one-dose inhibition, % at 50 µM; IC50 in µM for titrated hits; 300,000 tested, 0.16% active; S. Typhimurium PhoP-regulated promoter GFP reporter, 4 h; higher % means a stronger effect;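 active = inhibition over 29.93%, a cutoff 3 SD above the screen mean, later confirmed by dose response; inconclusive = inhibition over 29.93% but no dose response follow-up; inactive = inhibition at most 29.93% or unconfirmed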;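 note: 0% = low Mg2+ inducing control and 100% = high Mg2+ repressing control; strong numbers were not always called active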
# MgcRacGAP inhibition: MgcRacGAP GTPase-activating activity inhibitors, confirmation, biochemical, ADP Hunter fluorescence | MgcRacGAP-stimulated Rac1 GTP hydrolysis, ADP Hunter fluorescence; higher % means a stronger effect; GST-tagged Rac1 F28L mutant substrate | one-dose inhibition, % at 30 µM; IC50 in µM for titrated hits | 340,000 tested, 0.6% active | AID 624330;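 active = first-screen hits whose inhibition reached a set limit at any dose in the follow-up dose series; inconclusive = inhibition above the set first-screen limit but never retested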;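 note: fluorescence reports GDP produced by GAP-driven GTP hydrolysis; strong numbers were not always called active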
# b-catenin transl: beta-catenin nuclear translocation modulation; HeLa beta-catenin nuclear translocation, immunofluorescence imaging; 190,000 tested, 0.3% active; nuclear translocation activity, % at 5 µM; AID 1665;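 active = nuclear translocation activity above 50% at 5 µM, with a well cell count of 50 or more; inconclusive = wells under 50 cells across six images, flagged as toxic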;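 note: per-cell ratio of nuclear to cytoplasmic median beta-catenin stain intensity; plate controls were DMSO negative control for no effect and GSK-3 inhibitor IX positive control for full effect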
#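 Test system: HeLa cells, endogenous beta-catenin; Compound: single 5 µM dose plus 0.02–20 µM confirmation series; Times: compound exposure 24 h at 37°C; Signal: fluorescence imaging of beta-catenin antibody stain plus DAPI; Read-out: % activation, nuclear-to-cytoplasmic median beta-catenin signal ratio per cell.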
# Myeloid diff MLP: promotes myeloid progenitor differentiation | calls only at 10 µM | 360,000 tested, 1% active | ER-HoxA9 myeloid progenitors, lysozyme-GFP differentiation, flow cytometry;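 active = normalized GFP-positive differentiation at or above the plate's own cutoff, the solvent-only control mean plus 3 SD; inconclusive = no clear call, values can overlap the other calls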;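 note: cells exposed to compound for four days before flow analysis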
# WT yeast gro inh: growth inhibition of WT yeast, mitochondrial fusion screen; mitochondrial fusion phenotypic screen, WT strain; inhibition, % at 10 µM; 190,000 tested, 2.1% active; in the data active = inhibition above about 58%; tested in S. cerevisiae
# West Nile virus CPE: inhibition of WNV-induced cytopathic effect – cell-based, CPE readout (AID 1621) | CPE inhibition, % at 10 µM; hits with a dose series show IC50 in µM | West Nile virus-infected cells, CPE inhibition; higher % means a stronger effect | 290,000 tested, 0.02% active; in the data active = a potency from the dose series; inconclusive = CPE inhibition mostly from about 3.7% at the one dose, without a potency; inactive = the rest, 99 in 100 with CPE inhibition below about 2.2%; note: strong numbers were not always called active
# RSV antiviral HEp-2: RSV antiviral activity via CPE protection, HEp-2 cells, primary 10 µM value included (AID 2391) | CPE inhibition, % at 10 µM; hits with a dose series show IC50 in µM | HEp-2 cells, RSV-induced CPE inhibition; higher % means a stronger effect | 310,000 tested, 0.13% active; in the data active = a potency from the dose series; inconclusive = CPE inhibition mostly from about 23% at the one dose, without a potency; inactive = the rest, 99 in 100 with CPE inhibition below about 21%; note: strong numbers were not always called active
# T cell HTS: T cell immune modulators affecting CD8 T cell-vesicle binding. calls only at 7 µM. 330,000 tested, 0.068% active. 2C CD8+ T cell-vesicle binding, flow cytometry; stronger effect = lower value. AID 2052;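 active = response, share of CD8 T cells binding vesicles, and their 90th percentile fluorescence all below set limits, cut at about 80% in these data, passing the limit was not always enough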
#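 Read-out – percent CD8+ FL2 mean versus row control · System – murine 2C transgenic CD8+ T lymphocytes · Times – 1.5 h cell–vesicle binding at 37 °C, then 20 min icy labelling · Control set – naked vesicles low, QL9 vesicles with vehicle high · Detection – cytometric PE anti-B7-1 and Alexa647 anti-CD8 signals after 1% paraformaldehyde fixation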
# Large T inhibition: TAg ATPase/helicase activity blockers – biochemical (AID 1903). SV40 large T antigen ATPase/helicase inhibition assay; higher % means a stronger effect. 310,000 tested, 0.39% active. inhibition, % at 20 µM; hits with a dose series show IC50 in µM; in the data active = a potency from the dose series; inconclusive = inhibition mostly from about 32% at the one dose, without a potency; inactive = the rest, 99 in 100 with inhibition below about 32%; note: strong numbers were not always called active
# WT yeast gro inh mutant strain: further read-out of WT yeast gro inh, marked with its call; inhibition, %; mitochondrial fusion phenotypic screen, mutant strain inhibition
# b-catenin transl cell count 5 µM: further read-out of b-catenin transl, marked with its call; cell count; measured here: cell count, cytotoxicity flag
# T cell HTS vesicle-bound %: further read-out of T cell HTS, marked with its call; double positive events, %; measured here: CD8+ vesicle-bound cell fraction;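 binding gate set so that unloaded-vesicle control wells show 10% double positive cells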
# Myeloid diff MLP GFP+ MAC1+ %: also measured in Myeloid diff MLP; calls as there; GFP+ MAC1+ double positive, %; measured here: differentiation confirmed by MAC1 staining
# The depositor's hits bear a star; i = inactive; ? = inconclusive; / = no result given.
SMILES,Salmonella PhoP GFP,MgcRacGAP inhibition,b-catenin transl,b-catenin transl cell count 5 µM,Myeloid diff MLP,Myeloid diff MLP GFP+ MAC1+ %,WT yeast gro inh,WT yeast gro inh mutant strain,West Nile virus CPE,RSV antiviral HEp-2,T cell HTS,T cell HTS vesicle-bound %,Large T inhibition
Cc1ccc2oc(=O)c3cnn(CC(=O)N4CCc5ccccc5C4)c3c2c1,3%,-1%,/,/,i,2.6,2,-5,0.0%,1.1%,i,68,2%
COc1ccc(S(=O)(=O)N2CCCCCC2)cc1C(=O)N(C)CC(=O)Nc1ccccc1Br,5%,4%,/,/,i,0.6,/,/,/,0.7%,i,48,3%
COCCNc1cc(C)nc2c(-c3ccccc3OC)c(C)nn12,10%,7%,-0.4,1120,i,1.6,14,5,0.1%,0.9%,i,52,6%
CCc1cc2c(cc3c(=O)n(CC(=O)NCCCN4CCCCCC4)nc(CC)n32)s1,-10%,3%,/,/,i,2.0,/,/,-0.8%,-2.8%,i,21,/
COc1ccc(/C=C/C(=O)O)cc1S(=O)(=O)N1CCc2ccccc2C1,-7%,7%,0.1,875,i,0.2,-6,2,-0.1%,-0.8%,i,54,4%
CC(=O)/C=C(\C)Nc1ccccc1O,1%,/,3.6,993,i,3.8,/,/,-1.4%,-0.6%,i,57,21%
O=C(COC(=O)c1ccco1)c1ccccc1,8%,5%,/,/,i,2.1,/,/,-0.1%,3.5%,i,6,-4%
COc1ccc(NC(=O)CN(C)C(=O)C(C)N2C(=O)c3ccccc3C2=O)cc1 (centres undefined),-7%,3%,/,/,i,0.7,/,/,/,-1.7%,i,18,5%
CN(C)CCn1c2c(c(SCC(=O)Nc3ccc4c(c3)OCCO4)nc1=O)CCC2,-2%,0%,/,/,i,0.0,/,/,/,-1.9%,i,21,13%
Nc1nc(F)cc(N2CCCCCC2)n1,5%,2%,-1.0,1074,i,0.3,-4,10,0.2%,2.4%,i,10,13%
Cc1ccc(S(=O)(=O)N(CC(=O)N2CCCCCC2)c2ccccc2F)cc1,-2%,0%,/,/,/,/,/,/,-1.4%,0.3%,i,28,7%
CCc1nc2sc3c(Cl)ncnc3c2c2c1CCCC2,-7%,/,-1.6,1353,/,/,/,/,-0.1%,4.0%,i,29,7%
CCN1CCN(c2ccc(S(=O)(=O)N3CCCCC3)cc2NC(=O)/C=C/c2cc(OC)ccc2OC)CC1,-6%,3%,/,/,?,/,/,/,-1.0%,9.3%,i,64,6%
CN(CCOc1ccccc1)CC(=O)Nc1ccc(Br)cc1F,-1%,5%,/,/,i,0.3,/,/,-0.6%,1.1%,i,37,10%
CCOc1cc(NC(=S)NCC2CCCO2)c(OCC)cc1NC(=O)c1ccc(C)cc1 (centres undefined),14%,-1%,-3.8,1100,i,0.2,1,4,-0.6%,1.0%,i,35,14%
CCC(=O)N1CCN(c2ccc(NC(=O)c3ccc4c(c3)OCO4)cc2)CC1,9%,9%,-0.8,1160,i,0.3,9,-2,0.1%,6.5%,i,39,5%
COc1cc(/C=C/C(=O)OCC(=O)NCc2cccs2)ccc1OC(F)F,14%,6%,-2.4,542,i,0.6,-8,-10,-0.8%,0.6%,i,48,-4%
CCCN1Cc2cccc(C(=O)NC(CC(=O)OCC)c3ccc(OC(C)C)cc3)c2C1=O (centres undefined),-5%,3%,2.9,571,i,0.4,38,17,-0.6%,1.6%,i,39,8%
COC(=O)c1ccccc1NC(=O)CSc1nnnn1C,4%,7%,2.8,374,i,1.6,-8,-7,0.0%,0.9%,i,28,4%
Cc1cc2ncc(-c3ccc(Cl)cc3)cn2n1,1%,8%,-1.3,1047,i,0.3,-8,-18,0.6%,0.5%,i,26,3%
COc1cccc(C(=O)Nc2cc(=O)n(C)c(=O)n2C)c1,-1%,6%,1.5,1032,i,1.7,15,-4,0.2%,0.5%,i,52,/
COc1ccc(OCC(=O)Nc2ccc(S(=O)(=O)Nc3cc(C)on3)cc2)cc1,-3%,7%,/,/,i,0.5,/,/,/,-2.3%,i,7,16%
COc1ccc(Cn2ccnc2)cc1[N+](=O)[O-],13%,10%,-1.7,543,i,0.1,3,-5,0.5%,0.7%,i,61,7%
Nc1cc(N2CCCC2)c(Cl)cc1[N+](=O)[O-],1%,-5%,1.6,845,i,0.1,-2,-19,-0.6%,8.0%,i,45,19%
COc1ccc(OC)c(CN2CCN(CC(=O)Nc3ccccc3C(=O)NC3CC3)CC2)c1,/,3%,/,/,i,1.1,/,/,/,-0.1%,i,48,/
# Next records follow:
SMILES,Salmonella PhoP GFP,MgcRacGAP inhibition,b-catenin transl,b-catenin transl cell count 5 µM,Myeloid diff MLP,Myeloid diff MLP GFP+ MAC1+ %,WT yeast gro inh,WT yeast gro inh mutant strain,West Nile virus CPE,RSV antiviral HEp-2,T cell HTS,T cell HTS vesicle-bound %,Large T inhibition
Cc1ccc(S(=O)(=O)N2CCC(C(=O)NNC(=O)c3ccccc3O)CC2)cc1,4%,-5%,/,/,i,0.5,/,/,/,0.0%,i,30,9%
O=C(COC(=O)c1ccccn1)NNC(=O)c1ccc([N+](=O)[O-])cc1,-5%,4%,/,/,i,0.7,/,/,/,-1.1%,i,10,9%
COc1cc2c(cc1NC(=O)c1cc(-c3cccnc3)nc3ccc(C)cc13)oc1ccccc12,9%,15%,1.0,1311,?,/,5,-8,?,6.2%,i,16,3%
Cc1cc(Oc2nc3c(C)cccn3c(=O)c2/C=C(\C#N)S(=O)(=O)c2ccc(Cl)cc2)ccc1Cl,-17%,6%,-0.3,993,i,0.3,29,10,0.4%,-1.6%,i,44,7%
CC1(NC(=O)COc2ccccc2-c2ccccc2)CCS(=O)(=O)C1 (centres undefined),-1%,4%,/,/,i,1.2,10,6,0.0%,0.3%,i,41,8%
Cc1cc(C)cc(OCCCCCNCCO)c1,-2%,4%,2.2,1015,i,6.4,3,4,0.7%,-1.5%,i,9,21%
COc1cccc(C2CC(C(F)(F)F)n3ncc(C(=O)NCC4CCCO4)c3N2)c1 (centres undefined),1%,3%,-3.2,1182,i,5.2,4,4,-0.2%,1.4%,i,29,28%
O=c1[nH]c(CN2CCc3ccccc32)nc2scc(-c3cccs3)c12,28%,9%,-2.8,689,i,0.2,-10,3,0.3%,3.0%,i,43,-1%
O=C(NCC1CCCO1)c1ccc(NC(=O)C2C3C=CC(C3)C2C(=O)O)cc1 (centres undefined),3%,8%,-0.9,1355,i,1.0,-13,0,0.3%,1.0%,i,25,15%
O=C(CCCc1c[nH]c2ccccc12)NCc1ccc2c(c1)OCO2,-10%,5%,-1.6,1198,i,0.9,-26,-45,0.2%,0.0%,i,61,25%
CC(=O)N1CCc2ccc(NC(=O)c3c(-c4c(Cl)cccc4Cl)noc3C)cc21,1%,13%,-2.1,1200,i,0.1,/,/,1.5%,0.6%,i,22,6%
CC(C)OCCCNC(=O)c1ccccc1Oc1ccccc1,18%,0%,/,/,i,9.4,5,8,-0.6%,-1.9%,i,32,17%
CC(=O)Nc1ccc(C2(c3ccc(NC(C)=O)cc3)NC(=O)c3ccccc32)cc1,2%,-2%,/,/,i,1.2,/,/,-0.5%,1.0%,i,54,7%
CCCCCc1c(C)nc(NCc2ccccc2)[nH]c1=O,-6%,16%,-5.4,940,i,4.1,20,7,-1.1%,0.5%,i,14,1%
COc1ccc(Cl)cc1NC(=S)Nc1ccccc1C,3%,3%,0.0,1519,i,0.4,-30,-1,-1.2%,-0.8%,i,49,8%
CC(=O)N=c1sc2ccccc2n1C,-2%,8%,-4.6,981,i,0.4,-18,3,0.0%,0.2%,i,22,22%
Cc1c(-c2nnnn2-c2ccc(F)cc2)cnc2cc3c(cc12)OCO3,-1%,5%,2.1,1390,i,1.1,7,22,-0.6%,7.5%,i,6,9%
CCOc1ccc(/C(O)=C2\C(=O)C(=O)N(CCN(C)C)C2c2cccc(OC)c2OC)cc1Cl (centres undefined),32%,9%,/,/,i,1.0,-18,6,0.0%,1.2%,i,11,8%
N#CC(C#N)=C(Nc1ccccc1)c1ccccc1,1%,10%,-1.7,996,i,0.7,-30,1,-0.2%,0.0%,i,58,8%
Cc1nc2ccc(S(=O)(=O)NC(C(=O)Nc3nc4ccc(Cl)cc4s3)C(C)C)cc2s1 (centres undefined),6%,1%,/,/,i,4.3,3,18,-0.4%,-0.1%,i,50,1%
CCc1ccc(-n2c(=S)sc3c(=O)n(-c4ccccc4)c(SCC(=O)O)nc32)cc1,6%,7%,/,/,i,0.4,/,/,0.1%,2.9%,i,52,5%
CCCCCNC(=O)c1ccc2c(=O)n(CC3CCCO3)c(=O)[nH]c2c1 (centres undefined),28%,1%,-2.1,1049,i,0.5,-5,-5,0.0%,0.5%,i,7,-5%
CC(NC(=O)CSC(=S)N(C)C)C12CC3CC(CC(C3)C1)C2 (centres undefined),8%,5%,-0.5,1081,i,0.8,27,20,-1.3%,/,/,/,14%
CC(=O)Nc1ccc(C(=O)CSc2nnc3scc(-c4ccccc4)n23)cc1,-10%,6%,-2.5,1190,i,7.7,0,4,0.4%,-0.4%,i,29,10%
O=C(COC(=O)CCC(=O)c1ccc(Cl)cc1)NCC1CCCO1 (centres undefined),11%,13%,-4.6,817,i,1.1,-2,2,0.2%,-1.8%,i,29,9%
O=C(CSc1nnc(-c2ccncc2)n1-c1ccc(F)cc1)NC(=O)NCc1ccco1,-1%,11%,-1.8,1239,i,2.9,8,4,-0.4%,2.9%,i,13,6%
